mcGAS inh: mouse cGAS inhibition by luminescence | inhibition, % at 12.5 µM | actives 0.15% (n = 160,000) | recombinant cGAS, Kinase-Glo ATP depletion luminescence | Q8C6L5;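 further: 0% = negative control wells and 100% = reference inhibitor with no enzyme activity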
hcGAS lum: inhibitors of human cGAS; actives 0.081% (n = 290,000); recombinant h-cGAS, ATP depletion, Kinase-Glo luminescence; inhibition, % at 12.5 µM;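 further: 0% = vehicle reaction and 100% = reaction without DNA for no activity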
Target sequence (Q8N884 whole entry, looked up): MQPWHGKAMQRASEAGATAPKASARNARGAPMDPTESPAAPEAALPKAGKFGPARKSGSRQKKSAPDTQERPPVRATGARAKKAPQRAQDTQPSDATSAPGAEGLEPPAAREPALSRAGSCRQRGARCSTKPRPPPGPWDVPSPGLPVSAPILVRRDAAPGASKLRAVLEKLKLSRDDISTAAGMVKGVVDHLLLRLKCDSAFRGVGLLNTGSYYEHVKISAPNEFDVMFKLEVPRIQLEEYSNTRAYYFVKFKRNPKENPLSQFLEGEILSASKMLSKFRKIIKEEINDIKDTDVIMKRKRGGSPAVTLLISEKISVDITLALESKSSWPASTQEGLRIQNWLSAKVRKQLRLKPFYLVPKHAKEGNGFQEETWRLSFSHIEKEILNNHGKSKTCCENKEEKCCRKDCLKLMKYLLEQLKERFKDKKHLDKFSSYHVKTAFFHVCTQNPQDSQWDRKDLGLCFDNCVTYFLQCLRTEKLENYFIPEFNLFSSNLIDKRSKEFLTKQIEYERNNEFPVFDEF
NPYLR7 ag: mosquito NPYLR7 agonism | HEK293T NPYLR7/Galpha15, GCaMP6s calcium fluorescence | activation, % at 10 µM | actives 0.15% (n = 270,000) | AID 1259423; in the data active means activation above about 40%;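 further: 0% = vehicle and 100% = reference agonist at the receptor; some compounds past the cut are filed as inactive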
Active calls of the source: *; · = no result given. Unless noted, no stated cut-off is given here; in the data, active means inhibition above about 40%; inactive means the rest.

SMILES	mcGAS inh	hcGAS lum	NPYLR7 ag
Cc1ccc(C)c(C2CC(c3ccc(F)cc3)=NN2C(=O)CN2CCN(Cc3ccccc3)CC2)c1 (stereo unspecified)	-5.2	-6.6	-13.3
CCN(CCO)c1nc(NC2CCCCC2)c2cnn(C)c2n1	-6.6	-4.2	9.7
O=C(NCCc1nnc2ccccn12)c1ccc(F)cc1Br	·	-17.4	-3.8
CCCCOC(=O)N1CCC2(CC1)CN(C)CCN2C	·	-0.6	13.5
CSc1ccccc1OCc1cc(C(=O)NC(C)Cn2cncn2)no1 (stereo unspecified)	-3.6	-11.0	15.5
CCOCCn1nc(C)cc1C(=O)N1CCC2(CN(C)C(=O)O2)C1 (stereo unspecified)	·	-6.5	13.5
O=C(NC1CCCN(CCc2ccccc2)C1)c1ccc(N2CCCC2=O)cc1 (stereo unspecified)	-9.6	-5.2	2.1
Fc1ccc(Cn2c(COc3ccccc3)n[nH]c2=S)cc1	-1.6	-4.7	-13.6
OC1(CNc2ccnc3c(F)ccc(F)c23)CCOCC1	·	-4.1	8.0
O=c1c2cnn(-c3ccccc3)c2ncn1Cc1cc(=O)n2ccsc2n1	·	0.3	0.0
COc1ccc2nc(-c3ccc(OC)c(NS(=O)(=O)c4ccc(Cl)cc4)c3)cn2n1	-6.2	-2.2	-5.8
CCc1ccc(CN2N=NC3C(=O)N(c4ccc(C)cc4)C(=O)C32)cc1 (stereo unspecified)	-6.5	-0.8	-0.6
C=CCN1CCN(c2cc(Cl)ccc2C)C(=O)C1C (stereo unspecified)	-5.6	-3.8	-2.0
CCC1CN(C(=O)CCc2ccc(S(N)(=O)=O)cc2)CCO1 (stereo unspecified)	·	-4.7	1.0
Fc1ccc(C2CCNCC2COc2ccc3c(c2)OCO3)cc1 (stereo unspecified)	·	-5.6	-3.5
COc1ccc(C(=O)NCCCN2CCOCC2)cc1Oc1nc(Cc2ccc(F)cc2)ns1	-5.2	-4.5	34.6
CCCCCCNC(=O)c1csc(CN(CCOC)C(=O)Nc2ccc(Cl)c(Cl)c2)n1	-2.0	-5.5	-0.2
O=C(NCc1ccccn1)C1(Oc2ccc(Cl)cc2)CCNCC1	·	-0.2	-1.6
Cc1[nH]n(-c2nc(-c3ccc(Cl)cc3)cs2)c(=O)c1N=Nc1cccc(C(F)(F)F)c1	-6.6	-5.1	-12.7
COCCN(Cc1ccc(OC)c(OS(=O)(=O)c2ccc(F)cc2)c1)C(=O)c1c(OC)cccc1OC	-5.6	-4.4	8.3
Cc1c(C(=O)NN=Cc2ccc(C#N)cc2)nc2ccccn12	-4.7	-3.6	-10.3
Cn1ccnc1CN(CC1CCOC(C)(C)C1)C1CC1 (stereo unspecified)	·	-2.4	2.3
CN(Cc1nnc(C2CC2)n1C)C(=O)C1C2CC3CC(C2)CC1C3 (stereo unspecified)	-15.5	-7.5	2.9
Cc1cc(C)cc(CCC(=O)NCc2cc(C)[nH]n2)c1	·	-7.1	0.6
COCCCNc1c(F)c(F)c(C=CCN2CCOCC2)c(F)c1F	·	0.1	0.5
O=C(CC1NC(=O)c2ccccc21)NCCCn1nnc2ccccc21 (stereo unspecified)	·	-5.4	-0.9
CN(Cc1cc([N+](=O)[O-])ccc1Cl)C(=O)CCc1ncc(-c2ccc(F)cc2)o1	-6.2	-3.3	4.3
Cc1ccc(Cc2nc(N3CCN(C(=O)Nc4ccccc4F)CC3)c3c(-c4cccnc4)noc3n2)cc1	-6.1	-4.4	14.6
Cc1noc(C)c1C(=O)Nc1ccc(F)cc1	-8.6	-9.7	·
COc1ccccc1NC(=O)c1cc2ccccc2c(=O)[nH]1	·	-8.2	-0.7

Reformatted: two of the compounds above
> CN(Cc1nnc(C2CC2)n1C)C(=O)C1C2CC3CC(C2)CC1C3 (stereo unspecified)
  mcGAS inh = -15.5
  hcGAS lum = -7.5
  NPYLR7 ag = 2.9

> COc1ccccc1NC(=O)c1cc2ccccc2c(=O)[nH]1
  mcGAS inh = ·
  hcGAS lum = -8.2
  NPYLR7 ag = -0.7

Next section:
SMILES	mcGAS inh	hcGAS lum	NPYLR7 ag
CCC1Nc2ccc(C(=O)Nc3nc(C)cs3)cc2NC1=O (stereo unspecified)	·	-10.5	-3.3
Cc1cccc(NC2=NC3CS(=O)(=O)CC3S2)c1 (stereo unspecified)	·	1.5	-1.2
CCOC(=O)c1c(NC(=O)COC(=O)c2cccc3ccccc23)sc(C(=O)N(CC)CC)c1C	-3.5	-2.4	-7.8
CCc1csc(CNC(=O)Cc2c(C)nc(N)nc2C)n1	·	-6.2	-5.8
c1ccc(Cc2nnc3n2CCN(Cc2cc4n(n2)CCNC4)CC3)cc1	-16.1	-4.9	4.7
COCC(=O)Nc1nnc(SCc2cc(F)ccc2F)s1	-4.9	-4.9	19.9
Cc1ccccc1-n1c(Cc2ccccc2)nnc1SCCCCC(=O)N1CCN(C(=O)c2cccc(C(F)(F)F)c2)C(C)C1 (stereo unspecified)	1.2	5.3	-18.3
COc1ccc(-c2ccc(=O)n(Cc3cccnc3)n2)cc1	·	-3.7	-0.2
CCCC(O)CN1CCC(=O)N(CC2CC2)Cc2cc(OC)ccc21 (stereo unspecified)	-0.9	10.5	-11.1
CC(=O)Nc1ccc(NC(=O)CC(C(=O)O)N2CCN(C)CC2)cc1 (stereo unspecified)	-5.0	-0.1	-6.8
CCc1[nH]c2ccc(CNC(=O)CSc3nc(C)cc(=O)[nH]3)cc2c1C	-7.0	-5.4	1.6
COc1ccc(NC(=O)CCN(CCCN2CCOCC2)c2nc(-c3ccccc3Cl)nc3ccccc23)cc1	-3.8	-0.1	-3.2
COc1cccc(Cc2nsc(N3CCCN(C(=O)c4c(OC)cccc4OC)CC3)n2)c1	-3.5	-5.6	3.9
Cc1ccc(-c2csc3ncn(Cc4nc(-c5ccccc5)no4)c(=O)c23)cc1	·	11.1	-17.8
CCOC(=O)Cc1c(C)nc2ncnn2c1N1CCN(C(=O)OCc2ccccc2)CC1	-5.7	-4.7	15.6
Cc1ccc(C(C)(C)CN(C)CCS(C)(=O)=O)cc1	·	-8.3	1.9
CC1=NN(Cc2ccc(F)cc2)c2nc3c(c(=O)n(Cc4ccccc4)c(=O)n3C)n2C1	-8.0	3.5	7.9
NNc1nc(N2CCOCC2)nc(N2CCOCC2)n1	-6.0	8.0	-7.2
Cc1c(C(=O)NC2CCCCCCC2)sc2ncnc(NCC3CCCO3)c12 (stereo unspecified)	-12.3	-7.7	28.2
O=C(c1ccc([N+](=O)[O-])cc1)N1CCCC(OCc2cccc(F)c2F)C1 (stereo unspecified)	·	-4.7	-2.5
O=C(CN(C(=O)c1ccccc1)C1CC1)N(CCc1c[nH]c2ccccc12)Cc1ccc(C(F)(F)F)cc1	-3.6	-4.6	7.4
Cc1cc(N2CCN(c3ccc(O)cc3)CC2)nc(-n2nc(C)cc2C)n1	-2.0	2.6	-7.7
CC(O)c1cccc(N2CCC3(CCC(=O)N(C4CCCC4)C3)CC2)n1 (stereo unspecified)	-0.6	2.5	·
CCCC(=O)OCC(O)CN(Cc1ccc(F)cc1)Cc1ccc(C)s1 (stereo unspecified)	-5.8	-1.4	14.9
Cn1c(CC2CCNCC2)nnc1SCCN1CCOCC1	-14.5	-1.8	-3.4
Cc1c(C(=O)N2CCOCC2)nnn1-c1ccc2noc(-c3ccc(Cl)cc3)c2c1	-7.1	-8.8	4.7
CCCCN(CC(=O)N1c2ccccc2-n2cccc2C1c1ccc(C)cc1)C(=O)c1ccc(OC)cc1 (stereo unspecified)	-5.3	-3.8	14.8
CCOc1ccc(N=Nc2c(C)n[nH]c2C)cc1	·	-5.9	2.5
Cc1ccc(-n2c(-c3cccc(C)c3)n[nH]c2=S)cc1	·	-5.2	-5.4
COc1ccc2c(c1)C(CN1CCN(c3ccc(C(=O)O)cc3)CC1)=CC(C)(C)O2	0.7	1.8	0.4
Cc1cc(C(N)=O)ccc1NC(=O)c1n[nH]c(C2CC2)c1Br	-8.4	-5.1	4.0
Cc1cccc(C2c3cccn3CCCN2Cc2cccc(Oc3ccccc3)c2)c1 (stereo unspecified)	-5.7	-8.1	17.8
COc1ccc(CNC(=O)CC[C@]23CC[C@](C)(O)C[C@H]2C(C)(C)C[C@@H]3NC(=O)c2ccc(N(C)C)cc2)cc1	-7.7	-6.8	-6.7
O=C(Cc1csc2nc(-c3ccccc3)cn12)N1CCCc2ccccc21	-8.2	1.6	-0.3
O=C(COc1cc(Cl)ccc1Cl)N1CCC(c2nc3ccccc3s2)CC1	·	-6.9	0.5
COc1ccc(CC(=O)NCc2ccc(-n3ccnc3C)cc2)cc1	·	-3.8	-7.9
CN(Cc1ccccn1)C(=O)c1ccc(Br)cc1O	-3.4	-10.3	4.2
Cc1noc(C)c1S(=O)(=O)N1CCCN(C(=O)c2cccc(Cl)c2Cl)CC1	-2.6	6.4	-0.3
O=C(Nn1cnc2c(cnn2-c2ccccc2)c1=O)c1ccc([N+](=O)[O-])cc1	·	-14.8	2.1
Cc1ccc(-n2ncc3c(C)nn(CC(=O)Nc4cc(C)on4)c(=O)c32)c(C)c1	·	-4.1	4.6

Some of these compounds in order of length of the SMILES, low to high:
SMILES	mcGAS inh	hcGAS lum	NPYLR7 ag
CCOc1ccc(N=Nc2c(C)n[nH]c2C)cc1	·	-5.9	2.5
CN(Cc1ccccn1)C(=O)c1ccc(Br)cc1O	-3.4	-10.3	4.2
Cc1ccc(-n2c(-c3cccc(C)c3)n[nH]c2=S)cc1	·	-5.2	-5.4
COc1ccc(CC(=O)NCc2ccc(-n3ccnc3C)cc2)cc1	·	-3.8	-7.9
CCCC(=O)OCC(O)CN(Cc1ccc(F)cc1)Cc1ccc(C)s1 (stereo unspecified)	-5.8	-1.4	14.9
Cc1cc(C(N)=O)ccc1NC(=O)c1n[nH]c(C2CC2)c1Br	-8.4	-5.1	4.0
Cc1c(C(=O)NC2CCCCCCC2)sc2ncnc(NCC3CCCO3)c12 (stereo unspecified)	-12.3	-7.7	28.2
O=C(COc1cc(Cl)ccc1Cl)N1CCC(c2nc3ccccc3s2)CC1	·	-6.9	0.5
Cc1cccc(C2c3cccn3CCCN2Cc2cccc(Oc3ccccc3)c2)c1 (stereo unspecified)	-5.7	-8.1	17.8
Cc1cc(N2CCN(c3ccc(O)cc3)CC2)nc(-n2nc(C)cc2C)n1	-2.0	2.6	-7.7
Cc1noc(C)c1S(=O)(=O)N1CCCN(C(=O)c2cccc(Cl)c2Cl)CC1	-2.6	6.4	-0.3
O=C(c1ccc([N+](=O)[O-])cc1)N1CCCC(OCc2cccc(F)c2F)C1 (stereo unspecified)	·	-4.7	-2.5
Cc1c(C(=O)N2CCOCC2)nnn1-c1ccc2noc(-c3ccc(Cl)cc3)c2c1	-7.1	-8.8	4.7
O=C(Nn1cnc2c(cnn2-c2ccccc2)c1=O)c1ccc([N+](=O)[O-])cc1	·	-14.8	2.1
CCCCN(CC(=O)N1c2ccccc2-n2cccc2C1c1ccc(C)cc1)C(=O)c1ccc(OC)cc1 (stereo unspecified)	-5.3	-3.8	14.8
O=C(CN(C(=O)c1ccccc1)C1CC1)N(CCc1c[nH]c2ccccc12)Cc1ccc(C(F)(F)F)cc1	-3.6	-4.6	7.4
COc1ccc(CNC(=O)CC[C@]23CC[C@](C)(O)C[C@H]2C(C)(C)C[C@@H]3NC(=O)c2ccc(N(C)C)cc2)cc1	-7.7	-6.8	-6.7

(cont.)
SMILES	mcGAS inh	hcGAS lum	NPYLR7 ag
COc1cccc(-c2cc(CC(=O)NC3CCCC3)no2)c1	-5.6	-5.1	10.8
CCNC(=O)CCCC(=O)NC(C)(C)Cc1ccccc1Cl	-9.2	-3.0	-2.7
CCC(C)N(Cc1ccc(N(CC)CC)cc1OS(C)(=O)=O)C(=O)COC (stereo unspecified)	-3.8	-2.2	-2.5
Cc1cccc(C)c1NC(=O)C(C)Nc1ccc(OCC(N)=O)cc1 (stereo unspecified)	·	-6.5	-1.5
CCNC(=O)Cc1cc(-c2ccc(OC)c(OC)c2)on1	-9.2	-5.3	1.7
CCCOc1ccc(C(=O)NC(CC)c2ccc(C)cc2)cc1 (stereo unspecified)	·	-3.6	4.4
CCCS(=O)(=O)N1CCN(c2nc(-c3ccccc3)nc(COC)c2Cc2cccc(Cl)c2)CC1	-4.7	-9.0	20.8
CCOC(=O)NN=C(C)c1ccc(Cl)s1	-4.1	-3.8	-3.3
COc1cccc(-c2cc(C(=O)N3CCN(c4ccc([N+](=O)[O-])cc4)CC3)n(-c3cc(C)ccc3C)n2)c1	-0.5	18.1	-1.2
CCN1CCc2c(OCC(=O)N3CCC(C)CC3)cccc2C1=O	-0.8	-1.0	19.2
CCOC(=O)C(NC(=O)C1CC1)c1c(C)nn(-c2ccccc2)c1C (stereo unspecified)	-17.7	-9.2	0.3
O=C(CCN1CCCC1=O)NC1CCCc2c1cnn2-c1ccc(F)cc1F (stereo unspecified)	·	-6.9	-3.4
CS(=O)(=O)N1CCN(C(=O)C2CC(=O)c3ccccc32)CC1 (stereo unspecified)	·	-7.7	-0.2

Outcome played no part in choosing rows (roughly 0.27% active in at least one column).
